# mIAP activ = mouse IAP activation; muIAP, CDP-Star luminescence, 30 min; stronger effect = higher value; 1 = vehicle-only enzyme signal, 0 = enzyme-free wells; 0.24% of 330,000 active; AID 2805; activation factor at 10 µM;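 active = activation factor of at least 2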; note: the source names both 10 and 20 µM as test concentration; values of inactives mirror those of a sister screen read the other way
#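 Assay system: mouse IAP enzyme / Compound: DMSO-dissolved test compounds / Timing: 30 min, room temperature / Measured by: luminescence from enzymatic CDP-Star hydrolysis / Control set: DMSO-only wells, enzyme-free buffer wells as negative control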
# hIAP block = blocks human intestinal alkaline phosphatase; P09923; purified IAP, CDP-Star luminescence, 30 min; inhibition, % at 10 µM; 0.12% of 330,000 active; AID 2544;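 active = inhibition reaching a set limit with compound at 10 µM in the primary screen, cut at about 35% in these data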;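 note: plate controls were DMSO wells with enzyme for no effect and no-enzyme buffer wells for full effect; values of inactives mirror those of a sister screen read the other way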
# Target sequence (P09923 whole entry, looked up): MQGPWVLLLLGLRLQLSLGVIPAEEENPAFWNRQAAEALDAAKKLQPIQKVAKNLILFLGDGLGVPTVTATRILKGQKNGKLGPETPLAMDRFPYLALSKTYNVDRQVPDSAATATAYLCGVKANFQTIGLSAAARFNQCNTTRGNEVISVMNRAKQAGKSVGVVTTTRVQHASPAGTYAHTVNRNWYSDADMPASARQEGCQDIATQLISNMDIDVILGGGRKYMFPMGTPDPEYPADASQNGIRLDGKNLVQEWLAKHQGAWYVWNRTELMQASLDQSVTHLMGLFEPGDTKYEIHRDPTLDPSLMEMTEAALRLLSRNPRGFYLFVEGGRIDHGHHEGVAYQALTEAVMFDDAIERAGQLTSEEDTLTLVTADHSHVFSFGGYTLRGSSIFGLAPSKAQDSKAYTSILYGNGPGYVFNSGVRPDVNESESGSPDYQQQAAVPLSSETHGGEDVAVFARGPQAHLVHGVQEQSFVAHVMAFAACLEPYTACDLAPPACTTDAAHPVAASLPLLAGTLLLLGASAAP
# beta cell repl = MIN6 beta-cell proliferation induction; MIN6 cells proliferation, ATPlite luminescence, 48 h; cells starved in 0.2% serum; 100% = growth in 10% serum; proliferation, % at 10 µM; 0.29% of 330,000 active; AID 2380;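 active = compounds whose signal lies at least 3.5 SD above the mean of all wells on their plate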;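 note: 0% = DMSO-treated cells in low-serum medium and 100% = 10% serum control; some compounds called inactive have numbers as strong as hits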
# TIM10 inh = growth inhibitors of TIM10 yeast strain | inhibition, % at 10 µM | S. cerevisiae TIM10 strain growth, BacTiter-Glo luminescence, 24 h | 1.4% of 330,000 active;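 active = inhibition of 40% or more at the single tested concentration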;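 note: wild-type TIM10 isogenic control strain grown at permissive 25 °C; 0% = DMSO yeast wells and 100% = minimal medium wells without yeast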
# NLRP3 yeast inh = blocks the NALP3 inflammasome reconstituted in yeast; inhibition, % at 10 µM; 0.39% of 330,000 active; Yeast reconstituted NLRP3/ASC/caspase-1, beta-gal luminescence, 24 h;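 active = inhibition of 50% or more; inactive = inhibition below 50%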;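 note: plate controls were induced DMSO wells for no effect and uninduced yeast grown without galactose for full effect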
# tim10-1 inh = inhibits growth of tim10-1 mutant yeast; S. cerevisiae tim10-1 ts strain growth, BacTiter-Glo, 24 h; inhibition, % at 20 µM; 2.2% of 330,000 active; AID 463190;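 active = inhibition of at least 40%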;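 note: mutant grown at 25 °C; 0% = DMSO wells with yeast and 100% = wells holding no yeast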
# APOBEC3G inh = inhibitors of human APOBEC3G DNA deaminase. Q9HC16. recombinant A3G, ssDNA deamination FAM/TAMRA fluorescence. inhibition, % at 20 µM. 0.28% of 330,000 active. AID 493012;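 active = inhibition of at least 40% at 20 µM, with no more than 30% in the related APOBEC3A deaminase screen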;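 note: plate controls were DMSO wells with A3G for no effect and wells lacking A3G enzyme for full effect; some compounds called inactive have numbers as strong as hits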
# Target sequence (Q9HC16 whole entry, looked up): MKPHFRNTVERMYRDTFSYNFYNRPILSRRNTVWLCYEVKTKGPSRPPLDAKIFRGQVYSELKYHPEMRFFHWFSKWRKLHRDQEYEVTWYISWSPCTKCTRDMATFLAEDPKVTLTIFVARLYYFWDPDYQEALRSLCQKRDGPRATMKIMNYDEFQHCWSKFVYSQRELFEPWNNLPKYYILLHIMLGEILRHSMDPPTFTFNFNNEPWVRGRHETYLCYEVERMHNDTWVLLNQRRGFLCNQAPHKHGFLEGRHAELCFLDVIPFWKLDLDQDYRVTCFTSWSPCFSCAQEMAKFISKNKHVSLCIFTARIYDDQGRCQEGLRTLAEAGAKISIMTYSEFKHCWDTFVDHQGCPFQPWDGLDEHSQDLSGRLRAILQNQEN
# APOBEC3A inh = blocks human APOBEC3A ssDNA deamination. P31941. recombinant A3A, FAM/TAMRA ssDNA deamination fluorescence. inhibition, % at 20 µM. 0.41% of 330,000 active;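 active = at least 40% inhibition at 20 µM here, with at most 30% in a related deaminase screen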;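 note: plate controls were A3A with DMSO for no effect and wells lacking A3A enzyme for full effect; some results filed as inactive read as strong as hits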
# mIAP block = mouse IAP inhibition; purified mouse IAP, CDP-Star luminescence, 30 min; inhibition, % at 10 µM; 0.2% of 330,000 active; AID 2806;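 active = inhibition of at least 40% at 10 µM in the primary screen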;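 note: plate controls were DMSO with enzyme for no effect and no enzyme wells for full effect; values of inactives mirror those of a sister screen read the other way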
# * = called active by the depositor; . = no result given.
No.	smiles	mIAP activ	hIAP block	beta cell repl	TIM10 inh	NLRP3 yeast inh
1	CC(=O)Oc1cccc2c1C(=O)c1c(OC(C)=O)cc(C(=O)O)cc1C2=O	0.81	26	-1	12	20
2	CCOC(=O)Cc1sc(N)nc1C	1.1	-2	0	4	4
3	CC(C)[C@H](NC(=O)CCn1nnc2ccccc2c1=O)C(=O)O	0.98	-26	-1	6	12
4	COCC(C)n1c(C)cc(C(=O)COC(=O)c2oc3ccccc3c2C)c1C (stereo not drawn)	0.9	0	1	23	17
5	N#Cc1ccc(C(=O)Nc2nnc(-c3cccs3)o2)cc1	0.99	16	-6	-21	19
6	N#C/C(=C\Nc1ccccc1SC(F)(F)F)c1nc(-c2ccc(F)cc2)cs1	0.84	2	-5	12	0
7	CC1C(=O)C(C)C(c2ccc(Cl)cc2)NC1c1ccc(Cl)cc1 (stereo not drawn)	1.2	-20	-4	0	31
8	COc1ccc(-c2cc(C(=O)N3CCN(c4ccccc4OC)CC3)no2)cc1OC	0.93	-7	2	23	7
9	COc1ccc(-c2noc(CN(C(=O)C(C)(C)C)C(C)C)n2)cc1	1.1	-48	-3	-4	10
10	CN1CCc2cc3c(c4c2[C@H]1[C@H](O)c1ccccc1-4)OCO3	0.95	-8	-1	53*	36

No.	tim10-1 inh	APOBEC3G inh	APOBEC3A inh	mIAP block
1	-1	37	4	19
2	10	1	-1	-9
3	-2	-6	1	2
4	33	-2	1	10
5	10	-8	-3	1
6	8	0	2	16
7	32	10	5	-18
8	15	-3	-1	7
9	23	1	-1	-10
10	36	16	13	5

# Next section:
No.	smiles	mIAP activ	hIAP block	beta cell repl	TIM10 inh	NLRP3 yeast inh
11	Cc1cc(C(=O)Cn2nc(C(=O)O)c3ccccc3c2=O)c(C)n1CC(F)(F)F	1.2	4	2	-3	-9
12	COc1ccccc1NS(=O)(=O)c1ccc(C)c(C(=O)NCC2(N(C)C)CCCCC2)c1	1	12	-2	-4	17
13	CCN(CC)C(=O)[C@H]1C[C@H](CC(=O)NCc2ccco2)C(=O)N2CCc3c([nH]c4cc(CCC(=O)N(C)C)ccc34)[C@]12C	0.94	.	.	-3	.
14	CCC(CC)C(=O)c1c[nH]c(C(=O)NCCCn2ccnc2)c1	0.91	-18	-4	10	2
15	Cc1ccsc1C1C=C(c2cccc(Br)c2)Nc2ncnn21 (stereo not drawn)	0.96	-13	-6	27	-26
16	COc1ccc(C)cc1NC(=O)NC1CCN(Cc2ccccc2)CC1	1.1	5	-2	0	7
17	O=C(CN1CC(c2ccccc2)CC1=O)N/N=C/c1cc(Br)ccc1O (stereo not drawn)	0.87	16	0	34	21
18	CCCC[C@@H]1C=C(C(=O)O)[C@H](c2ccc(CC)cc2)N1S(=O)(=O)c1ccc(C)cc1	0.91	-10	-1	11	-12
19	O=C(CSc1nc(C(F)(F)F)cc(=O)[nH]1)N1CCCC1	0.96	-5	1	11	18
20	COCCNC(=O)CCCCCn1c(=S)[nH]c2ccccc2c1=O	1	10	-1	7	5

No.	tim10-1 inh	APOBEC3G inh	APOBEC3A inh	mIAP block
11	22	-9	-8	-16
12	-14	-6	-2	-2
13	22	0	-1	6
14	0	-4	-4	9
15	5	-5	-1	4
16	-2	-2	-1	-6
17	41*	-1	2	13
18	13	-1	1	10
19	-9	-2	0	4
20	11	-9	-4	-1

# Remaining list, next part.
No.	smiles	mIAP activ	hIAP block	beta cell repl	TIM10 inh	NLRP3 yeast inh
21	COc1ccc2[nH]c3c(c2c1)CCN1C(=O)C(CC(=O)NCC24CC5CC(CC(C5)C2)C4)C[C@H](C(=O)N2CCOCC2)[C@@]31C (stereo partly drawn)	1.2	.	.	2	.
22	COc1ccc(NC(=S)N2CCN(S(=O)(=O)c3ccccc3)CC2)cc1	1.1	-35	2	12	14
23	COc1ccccc1NC(=O)COC(=O)c1cc(C)nc2ccccc12	1.1	0	2	17	27
24	COc1ccccc1CNC(=O)c1ccc(NS(=O)(=O)c2cccs2)cc1	1	0	1	-4	2
25	Cc1ccc(Cl)cc1NC(=O)C[n+]1ccc(Cc2ccc([N+](=O)[O-])cc2)cc1	1.1	22	-5	-1	7
26	c1ccc(-n2nnnc2Oc2cccc3cccnc23)cc1	1.1	4	-2	15	-10
27	COC(=O)C1=C(C(=O)OC)[C@@H]2N(Cc3ccccc3)c3ccccc3[C@@]23C[C@@H](CO)N(C(=O)NC2CCCC2)C3=N1	0.97	9	-2	8	8
28	CCOc1ccccc1C1N=C(c2ccc(OC)cc2)CC(c2ccccc2O)N1 (stereo not drawn)	0.84	-1	-7	18	33
29	O=C(Nc1nnc(-c2ccco2)o1)c1cccc2ccccc12	0.88	-3	-1	0	1
30	O=C(Cn1cccc1C(=O)c1ccccc1)NCc1ccc(Cl)cc1	0.95	14	-1	-5	11

No.	tim10-1 inh	APOBEC3G inh	APOBEC3A inh	mIAP block
21	5	1	0	-19
22	17	-6	-3	-6
23	15	-9	4	-12
24	22	-11	-6	0
25	1	0	3	-7
26	33	-6	-8	-9
27	-4	-6	-4	3
28	44*	-1	4	16
29	3	-1	2	12
30	-3	-2	4	5

# (continued)
No.	smiles	mIAP activ	hIAP block	beta cell repl	TIM10 inh	NLRP3 yeast inh
31	O=c1[nH]c(=O)c2nc(-c3ccc(Cl)cc3)cnc2[nH]1	0.97	-17	3	23	-5
32	CCC(=O)N(CCC(c1ccccc1)c1ccco1)Cc1cccs1 (stereo not drawn)	0.95	6	2	14	-7
33	O=C(N/N=C/c1cccc(O)c1)c1cc2c(ccc3ccccc32)o1	0.89	-2	4	7	24
34	CC(C)(C)n1nc2c(c1NC(=O)COc1ccc3ccccc3c1)CS(=O)C2 (stereo not drawn)	0.91	8	0	7	8
35	CC1Cc2ccccc2N1C(=O)COC(=O)C1=COCCO1 (stereo not drawn)	0.98	4	-1	4	-5
36	Cc1ccc2sc(NNC(=O)c3cc(=O)c4ccccc4o3)nc2c1C	0.89	-83	-6	-162	20
37	Cc1cccc(C)c1OCC(=O)NC1CC1	0.97	7	-2	-1	2
38	NC(N)=NC(N)=Nc1cccc2ccccc12	1	2	-4	5	31
39	Cc1oc(C)c(C(=O)NCCCC(=O)O)c1C(=O)NCCCC(=O)O	1.1	-24	2	-4	3
40	CCN(Cc1ccccc1)S(=O)(=O)c1cc(C(=O)c2c(N)n(C)c(=O)n(C)c2=O)ccc1OC	1	-1	0	10	10

No.	tim10-1 inh	APOBEC3G inh	APOBEC3A inh	mIAP block
31	7	-6	-3	3
32	16	-7	-4	5
33	-4	-3	-2	11
34	15	-4	-2	9
35	2	-4	-1	2
36	-39	-10	-1	11
37	-7	0	-1	2
38	-11	4	1	0
39	-7	-6	-3	-6
40	-1	-7	-1	0

# Going on with the list:
No.	smiles	mIAP activ	hIAP block	beta cell repl	TIM10 inh	NLRP3 yeast inh
41	COc1ccc(CC(=O)OCc2cc3cccc(C)c3[nH]c2=O)cc1	0.95	-8	2	18	22
42	Cc1ccc(-n2nnnc2SCCNS(=O)(=O)c2ccccc2)cc1C	1.1	-16	-2	17	11
43	Cc1cc(OCC(=O)N[C@@H](Cc2ccccc2)c2nc3ccccc3[nH]2)ccc1Cl	1.1	-10	-4	-1	10
44	NC(=O)c1ccsc1NC(=O)CSc1nnc(Nc2ccccc2)s1	0.87	7	-3	-7	10
45	CCc1ccc(/C=C2/SC(=S)N(CCCC(=O)Nc3ccccc3C(=O)O)C2=O)cc1	0.95	-20	-7	11	-2
46	CCOC(=O)c1nn(-c2ccccc2)c(=O)cc1SC(C)CC (stereo not drawn)	1	-39	-3	-11	35
47	O=C(c1ccc(Br)s1)N1CCN(c2ccccn2)CC1	1.1	5	-1	-26	17
48	Cc1cc(-c2nnc(SCC(=O)Nc3ccccn3)o2)no1	1.1	-19	0	7	12
49	COc1ccc(C2(C)NC(=O)N(CC(=O)Nc3ccc4[nH]c(=O)[nH]c4c3)C2=O)cc1 (stereo not drawn)	0.98	-4	-3	3	-5
50	COc1cc(CN2CCCC(CO)(Cc3ccccc3)C2)ccc1O (stereo not drawn)	0.97	-20	0	-8	25

No.	tim10-1 inh	APOBEC3G inh	APOBEC3A inh	mIAP block
41	6	-5	0	5
42	23	13	-2	-14
43	5	-11	-3	-5
44	-4	-3	6	13
45	38	2	2	4
46	-21	-2	-8	0
47	9	-4	-3	-8
48	4	-8	2	-12
49	0	0	0	2
50	1	-2	-1	3

# Further structures:
No.	smiles	mIAP activ	hIAP block	beta cell repl	TIM10 inh	NLRP3 yeast inh
51	COc1ccc(CNC(=O)COC(=O)CN2C(=O)NC3(CCCC3)C2=O)cc1	1.1	-2	-5	-6	13
52	O=C(N=Nc1c(O)[nH]c2ccccc12)c1cc(-c2cccs2)[nH]n1	0.94	-45	-3	17	10
53	COc1ccc(CCNC(=O)c2cnccn2)cc1	0.83	-2	-1	-4	-3
54	Cc1ccc(-c2cc3c(nn2)-c2ccccc2C3=O)cc1	0.97	7	-6	31	18
55	O=C(O)CP(=O)(c1ccccc1)c1ccccc1	1.1	-36	-1	1	2
56	Cc1ccc(NC2(C(F)(F)F)N=C(c3ccccc3)NC2=O)nc1 (stereo not drawn)	1.1	13	0	-3	5
57	Cc1ccc(C(=O)c2c3ccccc3[n+]([O-])n2CCC(N)=O)cc1	1	2	0	0	13
58	CCCC(=O)Nc1ccc(C(=O)COC(=O)C2=COCCO2)cc1	0.98	-8	1	5	13
59	Cc1nc(C(=O)NCc2ccccc2)sc1C1(C)CC(c2cccnc2)=NO1 (stereo not drawn)	1.1	-8	-4	-33	18
60	Cc1ccc(NS(=O)(=O)c2ccc(C(=O)N3CCCCCCC3)cc2)cc1	1	-25	0	10	0
61	Cc1ccsc1C1C2=C(CCCC2=O)Nc2ncnn21 (stereo not drawn)	0.99	6	0	-3	11
62	Cc1c(N)cc[n+](CC(=O)c2ccccc2)c1C	0.97	14	1	-2	-8

No.	tim10-1 inh	APOBEC3G inh	APOBEC3A inh	mIAP block
51	4	-7	0	-12
52	11	0	1	6
53	6	-1	1	17
54	10	1	9	3
55	11	-3	-5	-8
56	10	-5	-2	-12
57	-5	-9	-4	0
58	-1	0	0	2
59	-2	-8	-3	-6
60	15	2	3	-3
61	7	-4	-1	1
62	-8	-2	-2	3
